TDP1 cell noCPT = qHTS for Inhibitors of human tyrosyl-DNA phosphodiesterase 1 (TDP1): qHTS in cells in absence of CPT; 15% of 420,000 active; Potency, µM (series often up to 46.2 µM), for inactives: at the highest dose activity change, negative = growth inhibition, hits mostly inhibitors; DT40 Tdp1-/- hTDP1 cells, no CPT, ATP luminescence, 48 h; note: nearly all actives have a fitted effect of over 55% in size
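Luminescent ATP content (CellTiter-Glo) served as the growth readout. Knockout chicken DT40 cells expressing human TDP1 were exposed to compounds without camptothecin for a minimum 48 hr at 37 °C.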
TDP1 block = TDP1 (human) enzyme inhibition | AID 485290 | Potency, µM (highest dose often 130 µM), for inactives: at the top dose activity change, negative = inhibition, hits mostly inhibitors | Q9NUW8 | recombinant TDP1, AlphaScreen DNA substrate cleavage | 0.28% of 350,000 active; note: nearly all actives have a fitted effect of over 40% in size
Target sequence (Q9NUW8 whole entry, looked up): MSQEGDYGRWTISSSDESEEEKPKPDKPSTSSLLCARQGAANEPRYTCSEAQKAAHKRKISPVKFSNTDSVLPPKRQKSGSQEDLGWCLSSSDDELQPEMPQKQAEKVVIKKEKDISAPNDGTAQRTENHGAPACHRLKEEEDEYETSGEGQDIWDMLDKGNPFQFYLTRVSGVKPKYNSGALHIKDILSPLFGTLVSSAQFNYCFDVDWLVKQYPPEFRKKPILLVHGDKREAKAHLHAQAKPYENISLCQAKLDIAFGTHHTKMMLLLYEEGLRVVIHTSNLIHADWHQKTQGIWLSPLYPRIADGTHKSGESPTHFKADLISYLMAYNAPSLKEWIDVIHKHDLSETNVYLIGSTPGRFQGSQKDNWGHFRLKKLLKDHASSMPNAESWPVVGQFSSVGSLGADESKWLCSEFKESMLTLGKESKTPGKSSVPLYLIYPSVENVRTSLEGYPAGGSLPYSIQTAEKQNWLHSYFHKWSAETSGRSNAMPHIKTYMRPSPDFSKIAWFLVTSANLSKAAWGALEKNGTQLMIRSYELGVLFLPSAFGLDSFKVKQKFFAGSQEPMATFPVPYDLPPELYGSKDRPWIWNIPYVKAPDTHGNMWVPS
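Recombinant human Tdp1 (E. coli-expressed, 1 nM final) preincubated with compounds 15 min at room temperature, then 5'-biotin/3'-phosphotyrosine-FITC DNA substrate (15 nM final) added for 5 min. AlphaScreen beads (10 ug/ml final) added 10 min; cleavage lowers signal.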
TDP1 cell CPT = growth inhibition of DT40 Tdp1-/-;hTDP1 cells with camptothecin (screen for TDP1 inhibitors); chicken DT40 Tdp1-/-;hTDP1 cells + 20 nM CPT, ATP luminescence, 48 h; Potency, µM (highest dose often 46.2 µM), for the others: top-dose activity change, negative = growth inhibition, hits mostly inhibitors; 12% of 420,000 active; note: nearly all actives have a fitted effect of over 55% in size
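Cell growth measured by CellTiter-Glo luminescence after a minimum 48 h, 37 C compound exposure with 20 nM CPT in Tdp1-knockout DT40 cells stably expressing hTDP1, seeded 400/well; qHTS titration format.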
An asterisk follows results filed as active; ? = inconclusive; / = not tested or not shown; & = joins results of further samples; ! = repeats disagree; [ ] = dose if it differs, or a comment. Calls come from the whole dose curve; as a rule, active = well fitted curve in the direction sought with a large enough effect; inconclusive = small, poorly fitted or top-dose-only effect, or another doubt; inactive = no such curve, though single readings can be large; an effect the other way counts as inactive or inconclusive. % is set by controls: 0 for no effect and ±100 for the full control effect; potency is the fitted concentration of half-maximal effect. Hits appear at their usual frequency; any-hit rate near 18%.

SMILES	TDP1 cell noCPT	TDP1 block	TDP1 cell CPT
S=C(NCCCN1CCOCC1)N1CCN(c2ccccc2)CC1	-5%	/	2%
O=C(NNC(=O)c1ccccc1-n1cccc1)c1cccnc1	-23%	/	-4%
COc1ccc2c(CC(=O)N3CCN(S(=O)(=O)c4cccs4)CC3)coc2c1	-24%	6%	-12%
CC(CCc1ccccc1)NC(=O)c1cccs1 (stereo not given)	?	0%	-24%
Cn1ncc2c(Nc3cccc(Cl)c3)nc(Nc3cccc(Cl)c3)nc21	12µM*	0%	16µM*
Cc1cc(C)c(NC(=O)/C=C\C(=O)O)c(Cl)c1	-1%	3%	1%
COc1cc(-c2c(-c3ccc4c(c3)OCO4)noc2-c2ccsc2)cc(OC)c1OC	-28%	/	?
O=C1CC(/C=C/c2cccnc2)=Nc2ccccc2N1	16µM*	3%	13µM*
N#CCOC(=O)/C=C/c1ccc2c(c1)OCO2	-16%	5%	-7%
C=CCn1c(CNC(=O)c2ccco2)nnc1SCC(=O)N1c2ccccc2Sc2ccccc21	?	7%	?
Cc1cccc2cc(CN(C(=O)c3cccc([N+](=O)[O-])c3)C(C)C)c(=O)[nH]c12	?	/	-5%
COc1cc(NC(=O)c2cc(S(=O)(=O)N3CCCCC3)c[nH]2)cc(OC)c1	0%	/	-4%
COc1ccc(NC(=S)N2CCC(NC(=O)c3cccc(C)c3)CC2)cc1	-26%	/	-1%
COc1ccc(NC(=O)CSc2nccn2-c2ccccc2)cc1	?	11%	?
COC(=O)c1c(C)[nH]c(C(=O)OC(C)C(=O)N(C)C2CCCCC2)c1C (stereo not given)	16µM*	/	?
COc1ccc(C2/C=C\CN(C(=O)Nc3ccc(C(F)(F)F)cc3)CC(=O)N2Cc2ccc(F)cc2)cc1 (stereo not given)	13µM*	9%&2%	15µM*
Cc1c(CNCCc2ccccc2Cl)c(C(=O)O)c(C)n1-c1ccccc1	-23%	/	-15%
O=C(NCCCn1ccnc1)c1ccc(S(=O)(=O)N2CCOCC2)cc1	-3%	3%	1%
Cc1sc2ncnc(NCC(O)c3ccccc3)c2c1C (stereo not given)	4.6µM*	/	7.3µM*
CC(=O)CCc1ccc(OCCCOc2cccc3cccnc23)cc1	?	5%	?

Part of the list above, reformatted.
Sequence of screens – TDP1 cell noCPT, TDP1 block, TDP1 cell CPT
C=CCn1c(CNC(=O)c2ccco2)nnc1SCC(=O)N1c2ccccc2Sc2ccccc21
→ ?, 7%, ?
Cc1cccc2cc(CN(C(=O)c3cccc([N+](=O)[O-])c3)C(C)C)c(=O)[nH]c12
→ ?, /, -5%
COc1cc(NC(=O)c2cc(S(=O)(=O)N3CCCCC3)c[nH]2)cc(OC)c1
→ 0%, /, -4%
COc1ccc(NC(=S)N2CCC(NC(=O)c3cccc(C)c3)CC2)cc1
→ -26%, /, -1%

Gathered by group: those above with an NH in an aromatic ring.
SMILES	TDP1 cell noCPT	TDP1 block	TDP1 cell CPT
Cc1cccc2cc(CN(C(=O)c3cccc([N+](=O)[O-])c3)C(C)C)c(=O)[nH]c12	?	/	-5%
COc1cc(NC(=O)c2cc(S(=O)(=O)N3CCCCC3)c[nH]2)cc(OC)c1	0%	/	-4%
COC(=O)c1c(C)[nH]c(C(=O)OC(C)C(=O)N(C)C2CCCCC2)c1C (stereo not given)	16µM*	/	?

Next part:
SMILES	TDP1 cell noCPT	TDP1 block	TDP1 cell CPT
O=C(NCc1ccccn1)c1ccccc1OCc1ccc(F)cc1	?	0%	-29%
Cn1ccnc1SCCNC(=O)CCc1nnc(CCCCc2ccccc2)o1	-1%	2%	-20%
COc1ccc(-c2nc(CN3CCCCC3c3nccn3C)c(C)o2)c(C)c1C (stereo not given)	?	8%	-7%
COc1cccc(SCC2(O)CCN(C(=O)c3ccc(Cl)cc3)CC2)c1	?	5%	?
O=C(Nc1ccc(N2CCCCC2)c(Cl)c1)c1ncn[nH]1	?	-9%	5%
CCN(c1ccccc1)S(=O)(=O)c1ccc(OC)c(NC(=O)C2CC2)c1	-4%	-1%	-11%
COc1cc(OC)cc(C(=O)N2CCN(C(=O)c3cccc(F)c3)CC2)c1	-3%	2%	?
NC(=O)c1cccc(NC(=O)CCCCC(=O)Nc2cccc(C(N)=O)c2)c1	-7%	/	3%
Cc1ccc(OCC(=O)N2CCN(S(=O)(=O)c3ccccc3)CC2)c([N+](=O)[O-])n1	-5%	-1%	4%
O=C(CSc1nnc(CNC(=O)c2cccc(C(F)(F)F)c2)o1)NCc1ccco1	-12%	4%[56.1 µM]	11%
Nc1ccn([C@@H]2O[C@H](CNCc3ccc(N4CCNCC4)cc3)[C@@H](O)[C@H]2O)c(=O)n1	-6%	/	-5%
CCN(CC)CCNC(=O)c1ccc(NS(=O)(=O)c2ccc3c(c2)OCCO3)cc1	2%	3%	12%
CC(C)N(Cc1nnc(-c2ccc(Cl)cc2)o1)C(=O)c1cc2ccccc2o1	?	0%	-28%
C=C1C=C(C(F)(F)F)n2ncc(C(=O)NCc3ccc(F)cc3)c2N1	?	/	?
Cc1cccc(C(=O)Oc2ccc(/C=N/NC(=O)c3ccncc3)cc2)c1	5%	3%	-1%
CCn1c(SCC(=O)Nc2ccc(N3CCOCC3)cc2)nnc1-c1ccco1	1%	3%	-26%
O=C(NCCN1CCN(C(=O)c2cccc(Br)c2)CC1)C(=O)Nc1ccc(Br)cc1	26µM*	6%[0.0935 µM]	13µM*
CN=C1SC(CC(=O)Nc2cccc(Cl)c2Cl)C(=O)N1C (stereo not given)	8%	-2%	3%
O=C(C1CC1)N(Cc1ccco1)c1nc(-c2ccccc2)cs1	?	9%	?
Cc1ccn2c(C(=O)CSc3ccc(Cl)cc3Cl)c(C)nc2c1	?	-1%	-8%
O=C(Nc1cc(Cl)cc(Cl)c1)N1CCCC1	?	0%	?
CCCn1c(C)cc(C(=O)Cn2nnc3ccccc3c2=O)c1C	-23%	8%	-3%
CC(C)(C)c1ccc(OCC(=O)N2CCN(c3ncccn3)CC2)cc1	1%	3%	-21%
CCCCC(CC)CNC(=O)CC1Nc2c3ccccc3nc(=S)n2C1=O (stereo not given)	-16%	5%	-11%
CS(=O)(=O)N(CC(=O)N1CCc2ccccc2C1)c1ccccc1F	-4%	/	1%
CC(=O)Nc1ccc(S(=O)(=O)N2CCN(C(=O)c3ncoc3-c3ccc(C)cc3)CC2)cc1	?	/	-6%
Cc1ccsc1-c1cc2nc(NCCOc3ccccc3Cl)n(C)c(=O)c2s1	?	/	?
O=C1[C@@H]2Cc3c([nH]c4ccccc34)CN2C(=O)CN1CCO	-11%	/	-1%
CS(=O)(=O)N(CC(=O)NC1CC2CCC1C2)c1ccc(Oc2ccccc2)cc1 (stereo not given)	?	7%	-11%
O=C1C(=O)N(CCO)C(c2ccccc2[N+](=O)[O-])/C1=C(\O)c1ccccc1 (stereo not given)	-10%	/	10%
CCOc1ccccc1-n1nnnc1SCC(=O)NCc1ccco1	-23%	-5%	-11%
Cc1ccc(C2=NS(=O)(=O)N(C)C(C(=O)Nc3ccc4c(c3)OCO4)=C2)cc1	?	/	?
Cc1ccc(SCC(=O)Nc2ncc(C)s2)cc1	-28%	6%	?
CC(Sc1nnc(-c2ccncc2)n1C)C(=O)Nc1nccs1 (stereo not given)	2%	/	0%
O=C(Cc1cccs1)N(c1ccccc1)C1C=CS(=O)(=O)C1 (stereo not given)	-16%	-4%	-27%
NS(=O)(=O)c1ccc(NC(=O)COC(=O)CCNC(=O)NC23CC4CC(CC(C4)C2)C3)cc1	-4%	6%	0%
NC(=O)c1nsc(C(=O)N(c2ccccc2)C(C(=O)NC2CCCCC2)c2ccc(O)cc2)c1N (stereo not given)	?	/	4%
O=C(c1cc(COc2ccc(F)cc2Cl)on1)N1CCc2ccccc2C1	-20%	-4%	20%
COc1cc(OC)cc(C(=O)N2CCN(C(=O)COc3ccc4ccccc4c3)CC2)c1	-17%	6%	-11%
Cc1cccc(C)c1NC(=O)C1(NC(=O)c2cnccn2)CCCCC1	5%	-1%	-18%

Some of the entries above, set out differently:
| SMILES | TDP1 cell noCPT | TDP1 block | TDP1 cell CPT |
| --- | --- | --- | --- |
| CC(C)(C)c1ccc(OCC(=O)N2CCN(c3ncccn3)CC2)cc1 | 1% | 3% | -21% |
| CCCCC(CC)CNC(=O)CC1Nc2c3ccccc3nc(=S)n2C1=O (stereo not given) | -16% | 5% | -11% |
| CS(=O)(=O)N(CC(=O)N1CCc2ccccc2C1)c1ccccc1F | -4% | / | 1% |
| CC(=O)Nc1ccc(S(=O)(=O)N2CCN(C(=O)c3ncoc3-c3ccc(C)cc3)CC2)cc1 | ? | / | -6% |
| Cc1ccsc1-c1cc2nc(NCCOc3ccccc3Cl)n(C)c(=O)c2s1 | ? | / | ? |
| O=C1[C@@H]2Cc3c([nH]c4ccccc34)CN2C(=O)CN1CCO | -11% | / | -1% |
| CS(=O)(=O)N(CC(=O)NC1CC2CCC1C2)c1ccc(Oc2ccccc2)cc1 (stereo not given) | ? | 7% | -11% |

Further entries
SMILES	TDP1 cell noCPT	TDP1 block	TDP1 cell CPT
CCCn1c(SCC(=O)Nc2ccc(S(=O)(=O)N(C)C)cc2)n[nH]c1=O	-3%	5%	13%
COc1cc(C)c(C(=O)Oc2cc(C)c(C(=O)O)c(O)c2C)c(O)c1C(=O)O	7%	/	8%
CC1=C(C(=O)OCc2ccccc2)C(c2cccc(F)c2)NC(=O)N1 (stereo not given)	-22%	/	-12%
Cc1ccc(C)c(NS(=O)(=O)c2cc(C(=O)NCC3CCCO3)ccc2C)c1 (stereo not given)	-24%	3%	-25%
N#Cc1ccc(C23CC4(C2)[C@H](CN(Cc2ccc(C(F)(F)F)cc2)[C@@H]4c2ccccc2)C3c2ccc(C(F)(F)F)cc2)cc1 (stereo not given in full)	21µM*	6%&0%	?
Cc1nc2ccccc2n1Cc1ccc(Cl)cc1	7.3µM*	-1%	10µM*!
CCOC(=O)c1[nH]c2cc3c(cc2c1NC(=O)CN1CCc2ccccc2C1)OCO3	12µM*	2%	16µM*
O=C(O)Cn1nc(-c2ccccc2)ccc1=O	-12%	6%	-9%
O=S(=O)(c1ccc(SCCOc2cccc(Br)c2)nc1)N1CCCC1	?	-12%	-26%
COCCCn1c(SCC(=O)Nc2oc(C)c3c(C)n[nH]c(=O)c23)nc2sc3c(c2c1=O)CCC3	-23%	/	-19%
CCN(CC)C(=O)c1c(-c2ccccc2)oc2ccc(OC)cc12	?	3%	?
C/C(=N\NC(=O)c1cc(C)[nH]n1)c1ccc(-c2ccccc2)cc1	?	17%	?
Cc1ccccc1-c1nc(CS(=O)(=O)CC(=O)NC2CCCCC2C)c(C)o1 (stereo not given)	-7%	1%	-16%
Cc1ccc(Cn2c(CNS(=O)(=O)c3c(C)cc(C)cc3C)nc3cccnc32)cc1	?	5%	16µM*
COc1ccc(NC2=CC(c3ccccc3)N(c3ccc(OC)cc3)C2=O)cc1 (stereo not given)	8.2µM*	9%	?
Cc1cccc(C)c1NC(=O)c1cccc(C(=O)Nc2c(C)cccc2C)n1	?	/	?
COc1cnn(-c2cccc(C(F)(F)F)c2)c(=O)c1Cl	-12%	/	7%
C[n+]1c(/C=C/c2ccc(F)cc2)ccc2ccccc21	2.5µM*	/	3.5µM*
O=C1ON=C(c2ccccc2)/C1=C/c1ccccc1	-33%	/	0%
COCCNC(=O)CN(c1ccc(C)cc1)S(=O)(=O)c1ccccc1	-14%	3%	10%
C=CC1=C2C=C(C3CC3)N(C3CC3)C=C2C(=O)C(C)(OC(=O)c2ccco2)C1=O (stereo not given)	4%	11%[12.3 µM]	?
COC(=O)c1ccccc1NC(=O)NCc1cccnc1	-18%	8%	-8%
Cc1ccc(NC(=O)CCCc2nnc3n(C)c(=O)c4sccc4n23)cc1F	?	6%	?
CN(C)c1ccc(CNC(=O)C2CCCN(S(=O)(=O)c3ccc4c(c3)oc(=O)n4C)C2)cc1 (stereo not given)	-18%	1%	?
CC/C(C)=N/Nc1ccc(S(=O)(=O)N2CCCC2)cc1[N+](=O)[O-]	?	11%	8%
O=C(Nc1nnc(C2CCCC2)s1)C1CCC1	?	4%	-16%
Cc1c2cc(O)c(=O)cc-2oc2cc(O)c(O)cc12	?	12%	?
CCCCCCCCCCCCCCCC(=O)OC[C@@H](COP(=O)([O-])OCC[N+](C)(C)C)OC(=O)CCCCCCCCCCCCCCC	-6%	5%	-17%
Cc1ccc(NC(=O)CCC(=O)N/N=C/c2cc([N+](=O)[O-])ccc2O)cc1	?	7%	?

Screens (PubChem)
